High-throughput results (PubChem BioAssay)
Cav3 T inh – blocks human Cav3.2 T-type calcium channel; O95180; Cav3.2-expressing cells, Fluo-4 calcium fluorescence FDSS; active compounds read low; B-score at 10 µM; 4% of 100,000 active;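 active = single-dose well whose peak fluorescence ratio is a statistical outlier from its plate by either plate-standardised score or position-corrected B-score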
Target sequence (O95180 whole entry, looked up): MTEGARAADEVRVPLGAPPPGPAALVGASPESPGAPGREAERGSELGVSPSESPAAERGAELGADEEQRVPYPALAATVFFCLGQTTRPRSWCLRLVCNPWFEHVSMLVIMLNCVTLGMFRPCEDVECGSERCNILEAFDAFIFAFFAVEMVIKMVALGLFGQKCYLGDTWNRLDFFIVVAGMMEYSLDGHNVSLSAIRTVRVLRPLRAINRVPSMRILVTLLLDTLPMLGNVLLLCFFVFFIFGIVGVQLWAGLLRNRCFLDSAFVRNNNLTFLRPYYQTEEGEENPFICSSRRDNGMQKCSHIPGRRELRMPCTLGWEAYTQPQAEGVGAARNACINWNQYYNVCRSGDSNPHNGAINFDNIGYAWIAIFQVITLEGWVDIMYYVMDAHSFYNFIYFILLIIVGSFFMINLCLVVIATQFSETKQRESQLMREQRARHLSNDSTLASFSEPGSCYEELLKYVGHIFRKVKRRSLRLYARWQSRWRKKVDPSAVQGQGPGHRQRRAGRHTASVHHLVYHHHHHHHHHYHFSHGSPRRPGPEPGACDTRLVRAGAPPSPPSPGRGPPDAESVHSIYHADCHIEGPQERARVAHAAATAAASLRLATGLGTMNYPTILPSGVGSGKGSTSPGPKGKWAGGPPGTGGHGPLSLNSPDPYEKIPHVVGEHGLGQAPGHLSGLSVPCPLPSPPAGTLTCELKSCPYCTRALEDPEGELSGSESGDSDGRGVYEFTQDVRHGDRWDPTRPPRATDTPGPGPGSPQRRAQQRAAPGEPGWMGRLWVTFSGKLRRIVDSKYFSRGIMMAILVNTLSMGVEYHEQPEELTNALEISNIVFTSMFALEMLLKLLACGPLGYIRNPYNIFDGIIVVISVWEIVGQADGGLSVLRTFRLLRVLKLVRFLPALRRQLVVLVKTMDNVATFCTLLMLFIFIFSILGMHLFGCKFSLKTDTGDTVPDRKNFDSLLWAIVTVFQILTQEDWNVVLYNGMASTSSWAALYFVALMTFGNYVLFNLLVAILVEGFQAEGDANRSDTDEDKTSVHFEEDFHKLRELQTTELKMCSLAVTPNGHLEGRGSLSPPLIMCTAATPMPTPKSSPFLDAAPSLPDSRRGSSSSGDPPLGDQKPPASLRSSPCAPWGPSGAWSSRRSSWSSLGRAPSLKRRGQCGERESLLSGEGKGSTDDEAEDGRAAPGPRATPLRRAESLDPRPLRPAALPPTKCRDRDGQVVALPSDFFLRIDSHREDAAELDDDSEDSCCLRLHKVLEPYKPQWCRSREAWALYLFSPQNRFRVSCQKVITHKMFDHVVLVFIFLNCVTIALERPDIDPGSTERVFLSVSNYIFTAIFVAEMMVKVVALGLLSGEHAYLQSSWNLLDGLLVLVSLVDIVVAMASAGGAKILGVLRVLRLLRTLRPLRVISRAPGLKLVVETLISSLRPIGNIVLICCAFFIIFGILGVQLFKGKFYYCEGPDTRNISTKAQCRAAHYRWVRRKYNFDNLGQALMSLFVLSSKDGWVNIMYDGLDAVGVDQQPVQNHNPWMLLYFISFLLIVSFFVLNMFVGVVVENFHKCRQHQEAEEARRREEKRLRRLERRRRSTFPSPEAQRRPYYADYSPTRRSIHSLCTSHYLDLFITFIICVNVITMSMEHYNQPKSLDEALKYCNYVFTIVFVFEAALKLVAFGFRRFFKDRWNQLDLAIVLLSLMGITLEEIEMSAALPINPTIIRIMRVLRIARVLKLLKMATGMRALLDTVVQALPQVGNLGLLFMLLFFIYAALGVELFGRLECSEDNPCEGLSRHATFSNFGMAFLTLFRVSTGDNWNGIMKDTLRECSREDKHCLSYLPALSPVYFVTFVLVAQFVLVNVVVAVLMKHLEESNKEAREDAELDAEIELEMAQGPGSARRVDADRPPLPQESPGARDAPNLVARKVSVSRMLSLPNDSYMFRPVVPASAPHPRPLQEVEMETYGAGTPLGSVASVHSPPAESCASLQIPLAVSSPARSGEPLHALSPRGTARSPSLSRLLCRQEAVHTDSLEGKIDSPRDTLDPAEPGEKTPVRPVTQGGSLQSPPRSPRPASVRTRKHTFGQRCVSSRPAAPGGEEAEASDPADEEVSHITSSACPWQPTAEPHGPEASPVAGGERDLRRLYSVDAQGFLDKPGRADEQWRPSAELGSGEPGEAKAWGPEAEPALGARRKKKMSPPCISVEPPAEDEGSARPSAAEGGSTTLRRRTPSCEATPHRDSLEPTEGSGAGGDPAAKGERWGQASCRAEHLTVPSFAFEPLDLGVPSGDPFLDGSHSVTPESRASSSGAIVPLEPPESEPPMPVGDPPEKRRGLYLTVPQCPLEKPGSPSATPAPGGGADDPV
An asterisk follows results filed as active. The list is partial; the hit share may differ from the screen's.

For Cc1ccc(S(=O)(=O)N2CC3(C)CN(S(=O)(=O)c4ccc(C)cc4)CC(C)(C2)C3=O)cc1 the results were Cav3 T inh 1.05.
`CC(C)(C)c1cccc(Oc2nn[nH]n2)c1` gave Cav3 T inh 0.0133.
`COc1ccc(C2(CNC(=O)CCC(=O)O)CCCC2)cc1OC` gave Cav3 T inh 0.478.
Screening O=C(C1CCCN(Cc2ccccc2)C1)N1CCCCC1 (configuration not stated) returned Cav3 T inh -0.35.
Screening N#Cc1ccc(OCC(=O)NCCc2ccccn2)cc1 returned Cav3 T inh 1.83.
CCn1c(SCC(=O)OC(C)C)nnc1-c1cccc(Cl)c1 was read as Cav3 T inh -0.936.
Screening CCCc1nc2oc3c(NCCN4CCOCC4)ncnc3c2c2c1CCCC2 returned Cav3 T inh 0.204.
CCOC(=O)c1cc(-c2ccccc2)nn1-c1ccccn1 was read as Cav3 T inh 0.152.
Screening Cc1cc(C)c[n+](-c2nc([O-])sc2C=O)c1 returned Cav3 T inh -0.77.
Screening O=C(NNC(=O)c1ccccc1-n1cccc1)c1ccc(Cl)c(Cl)c1 returned Cav3 T inh 0.505.
Screening Cc1ccc(-c2cc(C(F)F)n3ncc(C(=O)Nc4ccc(S(=O)(=O)Nc5ccccc5C)cc4)c3n2)cc1 returned Cav3 T inh -0.865.
COc1ccc(OCC(=O)N2CCN(c3cccc(C(F)(F)F)c3)CC2)cc1 was read as Cav3 T inh -6.94*.
Screening CC1(C)CC(=O)C2=C(C1)N(CC1CCCO1)C(=O)C2(O)C(F)(F)F (configuration not stated) returned Cav3 T inh 0.361.
`NNC(=O)c1nc(-c2ccccc2)n2c1CCCCC2` gave Cav3 T inh -1.5.
NC(=O)CSc1nnc(COc2ccccc2)n1CCc1ccccc1 was read as Cav3 T inh -0.441.
For O=C(O)CCCC(=O)Nc1c(F)c(F)c(F)c(F)c1F the results were Cav3 T inh 0.19.
`O=C1c2ccccc2C(=O)N1CC#CCN1CCN(C(c2ccccc2)c2ccccc2)CC1` gave Cav3 T inh -2.38.
COC(=O)c1cccc(NC(=O)CSc2nnc(COc3ccc(C#N)cc3)n2-c2ccccc2)c1 was read as Cav3 T inh 0.973.
For CCNC1=C(Cl)C(=O)c2ccccc2C1=O the results were Cav3 T inh 1.38.
For Cc1ccc(S(=O)(=O)N/N=C/c2cc(Br)c(C)o2)cc1 the results were Cav3 T inh -0.642.
Screening Cc1ccc(S(=O)(=O)N2c3ccccc3NC(=O)CC2C)cc1 (configuration not stated) returned Cav3 T inh -0.174.
Screening CCOc1ccc(OCC)c(NC(=O)CCS(=O)(=O)c2ccc(Br)s2)c1 returned Cav3 T inh -0.072.
COc1ccc(-n2nccc2-c2nn(-c3cccc(OC)c3)c(=O)n(C)c2=O)cc1 was read as Cav3 T inh 1.03.
For NC(=O)[C@@H]1CC2(CC(c3cccc(NC(=O)[C@H]4CCC(=O)N4)c3)=NO2)CN1C(=O)COc1ccc(Cl)cc1 (some centres not stated) the results were Cav3 T inh -0.129.
For CCN(CC)CCNC(=O)c1ccc(N2CCCCC2)c(NS(=O)(=O)c2ccc(C)cc2)c1 the results were Cav3 T inh 0.39.
For Cc1cc(C)nc(-n2nc(C)c(Oc3ccccc3O)c2C)n1 the results were Cav3 T inh 0.696.
Screening O=C(CCCSc1nc(-c2ccco2)cc(C(F)(F)F)n1)NCC1CCCO1 (configuration not stated) returned Cav3 T inh -0.755.
Screening CCN1C(=O)/C(=C2\C=Cc3ccccc3N2CC)OC1=S returned Cav3 T inh -1.2.
`O=C(Nc1ccc(N2CCN(C(=O)c3ccco3)CC2)cc1)c1ccc2c(c1)OCO2` gave Cav3 T inh 0.637.
For Cc1cccc(NC(=O)C2CCCN2S(=O)(=O)c2ccc(F)cc2)c1C (configuration not stated) the results were Cav3 T inh 2.27.
For Cc1ccc(NC(=O)c2ccc(CN3CCN(C)CC3)cc2)cc1Nc1nccc(-c2cccnc2)n1 the results were Cav3 T inh -0.0012.
COc1ccc(S(=O)(=O)N2CCC(C(=O)NCc3ccccn3)CC2)cc1C was read as Cav3 T inh -0.375.
O=S(=O)(Nn1cnnc1)c1ccccc1Cl was read as Cav3 T inh -0.00371.
Screening Cc1oc2ccc(O)cc2c1C(=O)c1ccc(Cl)cc1 returned Cav3 T inh -0.0718.
Screening O=C(NCCCN1CCN(c2cccc(Cl)c2)CC1)C1(S(=O)(=O)c2ccc(Cl)cc2)CC1 returned Cav3 T inh -6.92*.
For CC1(C)CC(NC(=O)C23CCC(C)(C(=O)C2)C3(C)C)CC(C)(C)N1 (configuration not stated) the results were Cav3 T inh -0.896.

Molecules listed so far containing fluorine, in the order listed:
Screening Cc1ccc(-c2cc(C(F)F)n3ncc(C(=O)Nc4ccc(S(=O)(=O)Nc5ccccc5C)cc4)c3n2)cc1 returned Cav3 T inh -0.865.
COc1ccc(OCC(=O)N2CCN(c3cccc(C(F)(F)F)c3)CC2)cc1 was read as Cav3 T inh -6.94*.
Screening CC1(C)CC(=O)C2=C(C1)N(CC1CCCO1)C(=O)C2(O)C(F)(F)F (configuration not stated) returned Cav3 T inh 0.361.
For O=C(O)CCCC(=O)Nc1c(F)c(F)c(F)c(F)c1F the results were Cav3 T inh 0.19.
Screening O=C(CCCSc1nc(-c2ccco2)cc(C(F)(F)F)n1)NCC1CCCO1 (configuration not stated) returned Cav3 T inh -0.755.
For Cc1cccc(NC(=O)C2CCCN2S(=O)(=O)c2ccc(F)cc2)c1C (configuration not stated) the results were Cav3 T inh 2.27.

(listing goes on)
For O=C(O/N=C1\CCCc2ccccc21)c1cccc(Cl)c1 the results were Cav3 T inh -0.0484.
`Nc1ccc(C#Cc2ccccc2)cc1` gave Cav3 T inh 2.18.
Screening N=c1sccn1CC(=O)N1CCc2ccccc21 returned Cav3 T inh 0.639.
Screening Cn1c(=O)n(C)c2cc(C(=O)Nc3ccc4c(c3)OCO4)ccc21 returned Cav3 T inh 1.07.
`O=C1CSC2=NCN(c3ccccc3)CN12` gave Cav3 T inh 0.11.
Screening Fc1ccc(N2CCN(C(c3cccs3)c3nnnn3CCc3ccccc3)CC2)cc1 (configuration not stated) returned Cav3 T inh -3.02.
`O=C(c1ccccn1)c1ncc(C(F)(F)F)cc1Cl` gave Cav3 T inh 0.109.
`COc1cc(CC(=O)Nc2ncc(C)s2)cc(OC)c1OC` gave Cav3 T inh -2.09.
For Clc1ccc(OCc2nn3c(C4CCCCC4)nnc3s2)c(Cl)c1 the results were Cav3 T inh -0.13.
`COCCn1nnnc1C(c1ccccc1)N1CCN(c2ccccc2)CC1` (configuration not stated) gave Cav3 T inh 0.022.
COc1ccc(C(=O)Nc2ccc3oc(-c4cccc(Cl)c4)cc(=O)c3c2O)cc1 was read as Cav3 T inh -0.727.
Screening O=C(O)C1C2C=CC3(CN(CC(O)COc4ccccc4)C(=O)C13)O2 (configuration not stated) returned Cav3 T inh -0.321.
`Cc1ccc(Cl)cc1NC(=O)c1ccc(CSc2nnnn2C)cc1` gave Cav3 T inh -1.92.
COc1cc(-c2nnc(Cn3cc(C(F)(F)F)ccc3=O)o2)cc(OC)c1OC was read as Cav3 T inh -0.386.
CN(C(=O)c1cccnc1)c1nnc(-c2cccnc2)s1 was read as Cav3 T inh 1.09.
O=C(Cc1ccc(-n2c(=O)[nH]c3ccccc3c2=O)cc1)N1CCN(c2ccccc2)CC1 was read as Cav3 T inh 0.0735.
For Cn1c(SCC(=O)N2CCN(c3ccccc3)CC2)nnc1-c1cc2ccccc2o1 the results were Cav3 T inh -0.381.
O=C(Nc1ccc(N2CCOCC2)cc1)NC1CCCCC1 was read as Cav3 T inh -3.19.
Clc1nnc(N/N=C/c2ccccc2)c2ccccc12 was read as Cav3 T inh -0.514.
For Cn1c(Cn2c(=O)sc3ccccc32)nnc1SCc1ccccc1 the results were Cav3 T inh -0.62.
Screening NC(=O)C1(N2CCCCC2)CCN(CC(=O)Nc2cc(Cl)ccc2Cl)CC1 returned Cav3 T inh -0.877.
Screening COc1ccccc1N1CCN(c2ncnc3nc[nH]c23)CC1 returned Cav3 T inh -1.05.
Screening Cc1ccc(N2C(=O)c3ccc(N)cc3C2=O)cc1 returned Cav3 T inh -0.352.
CC(=O)Nc1ccc(C2(O)COc3ccccc3O2)cc1 (configuration not stated) was read as Cav3 T inh 0.623.

Arranged by molar mass (smallest number first): 3 of the compounds above
CC(=O)Nc1ccc(C2(O)COc3ccccc3O2)cc1 (configuration not stated) was read as Cav3 T inh 0.623.
CN(C(=O)c1cccnc1)c1nnc(-c2cccnc2)s1 was read as Cav3 T inh 1.09.
Screening COc1ccccc1N1CCN(c2ncnc3nc[nH]c23)CC1 returned Cav3 T inh -1.05.

(more compounds)
`Cc1ccc(CNC(=O)CSc2nc3ccccc3c3nc(C)nn23)cc1` gave Cav3 T inh 0.00887.
For O=C(Nc1cccnc1)c1cn(-c2ccccc2)nc1-c1cccs1 the results were Cav3 T inh -2.84.
`O=C(c1cc(Cl)ccc1Cl)N1CCN(c2ccccn2)CC1` gave Cav3 T inh 0.0159.
Screening COc1cccc(C2CC(C(F)(F)F)n3ncc(C(=O)O)c3N2)c1 (configuration not stated) returned Cav3 T inh 0.0352.
CCCCn1c(SCC(=O)NCCOC)nc2ccc(N3CCOCC3)cc2c1=O was read as Cav3 T inh 0.949.
`Cc1cc(C)n(CC(O)COc2cccc(OCC(O)Cn3nc(C)cc3C)c2)n1` (configuration not stated) gave Cav3 T inh 0.494.
Screening O=C(NC(Cc1ccccc1)C(=O)O)c1ccc(S(=O)(=O)N2CCCC2)cc1 (configuration not stated) returned Cav3 T inh -0.0498.
`C=CCn1c(-c2ccc(C)cc2)nc2ccccc21` gave Cav3 T inh -2.48.
Screening CCN1CCc2nc(NC(=O)Cc3ccc4c(c3)OCCO4)sc2C1 returned Cav3 T inh 0.0902.
Screening COc1ccc(NC(=O)CSc2nnc(-c3ccccn3)n2Cc2ccco2)cc1OC returned Cav3 T inh 1.5.
O=C(CN1C2=NCCN2c2ccccc21)C12CC3CC(CC(C3)C1)C2 was read as Cav3 T inh -3.2.
For CNC(=S)NNC(=O)c1sccc1OCc1ccc(C)cc1 the results were Cav3 T inh -0.111.
`O=C1/C(=C/c2cccnc2)Oc2cc(OS(=O)(=O)c3ccc(F)cc3)ccc21` gave Cav3 T inh 0.0148.
O=c1c2c3c(sc2nc2n1CCCCC2)CCC3 was read as Cav3 T inh 0.233.
Cn1c(SCC(=O)c2ccccc2)nnc1C1CC1 was read as Cav3 T inh -0.455.
`Cc1nc2ccc(S(=O)(=O)Nc3ccccc3C)cc2s1` gave Cav3 T inh -0.249.
COc1cccc(N2C(=O)CC(N3CCN(C(=O)c4ccco4)CC3)C2=O)c1 (configuration not stated) was read as Cav3 T inh 0.43.
For Cc1ccc(SCCNC(=O)c2ccccc2)cc1 the results were Cav3 T inh -0.451.
For O=C(Oc1cccc(N2C(=O)CCC2=O)c1)C1CC(=O)N(c2ccc(F)cc2)C1 (configuration not stated) the results were Cav3 T inh -0.344.
COc1ccccc1NC(=O)Nc1ccc2c(c1)nnn2C was read as Cav3 T inh 0.137.
COc1cccc(Cn2nnc(C(=O)Nc3cc(C)ccc3OC)c2N)c1 was read as Cav3 T inh 0.881.
Screening Cc1nonc1NC(=O)Nc1cccnc1 returned Cav3 T inh -0.00576.
Screening O=S(=O)(Nc1nc2ccccc2nc1NCCO)c1cccc(Cl)c1 returned Cav3 T inh 0.186.
Screening CCC1=C2CC[C@H]3C(=O)N(c4ccccc4)C(=O)[C@H]3[C@H]2[C@@]2(C)C(=NCc3ccccc3)OC(=O)N2C1=O returned Cav3 T inh 1.
Cc1cc(C)nc(SCCCn2c(=O)[nH]c3ccccc32)n1 was read as Cav3 T inh 1.08.
Screening CC(NC(=O)c1ccc(F)cc1)c1ccc2c(c1)CCCC2 (configuration not stated) returned Cav3 T inh -8.54*.
Screening CC1(C)CC(=O)c2c(nc3ccccc3c2N)C1 returned Cav3 T inh 0.00658.
Screening C=CCc1cc(C=O)cc(OC)c1OCc1ccc(Cl)cc1 returned Cav3 T inh -0.0264.
O=C(CSc1nccn1-c1ccccc1)c1ccc(Br)cc1 was read as Cav3 T inh 0.0504.
Screening Cn1nnnc1SCc1cc(=O)n2ccsc2n1 returned Cav3 T inh 0.0776.
Screening CC(C)(C)NC(=O)Cn1nnc(-c2ccccc2Cl)n1 returned Cav3 T inh -0.513.
Screening Cc1ccc(C(c2sc3ncnn3c2O)N2CC(C)CC(C)C2)cc1 (configuration not stated) returned Cav3 T inh -0.0086.
COc1ccc(OC)c2sc(NC(=O)C3=COCCO3)nc12 was read as Cav3 T inh 0.242.
O=C(NCCO)c1nc2ccccc2s1 was read as Cav3 T inh -0.0909.
Screening Cc1cn(C2C=CC(CO)O2)c(=O)[nH]c1=O (configuration not stated) returned Cav3 T inh 0.508.
`Cc1ccc(NC(=O)c2ccc(CSc3nnc(C)s3)cc2)c(C)c1` gave Cav3 T inh -0.192.

Taken from above for reference:
Screening CC(C)(C)NC(=O)Cn1nnc(-c2ccccc2Cl)n1 returned Cav3 T inh -0.513.
Screening Cc1ccc(C(c2sc3ncnn3c2O)N2CC(C)CC(C)C2)cc1 (configuration not stated) returned Cav3 T inh -0.0086.
COc1ccc(OC)c2sc(NC(=O)C3=COCCO3)nc12 was read as Cav3 T inh 0.242.

(further entries)
For CCN1C(=O)C(O)(C2COC(C)(C)CC2=O)c2cc(Br)ccc21 (configuration not stated) the results were Cav3 T inh -0.209.
Screening COc1ccc(S(=O)(=O)N(C)CC(=O)O)c2ccccc12 returned Cav3 T inh -0.373.
For COc1ccc([C@@H]2C[C@@H](c3ccccc3)Oc3c(C)ccc(C(C)C)c32)cc1 the results were Cav3 T inh 0.909.
`Cn1c(SCc2nc3ccccc3[nH]2)nnc1-c1cccs1` gave Cav3 T inh 0.481.
For CCOc1ccc(NC(=O)c2ccc(N)cc2)cc1 the results were Cav3 T inh 0.499.
For CCOc1ccc(NC(=O)CCS(=O)(=O)c2ccc3c(c2)CCCN3C(C)=O)cc1 the results were Cav3 T inh 0.0335.
For Cc1cc(Oc2ccccc2F)nc(NCc2ccccc2)n1 the results were Cav3 T inh -2.56.
`CC1CCCN(C(=O)CSCC(=O)N=c2sc3ccccc3n2C)C1` (configuration not stated) gave Cav3 T inh 1.12.
Screening Cn1nnnc1SCc1cn2cccnc2n1 returned Cav3 T inh 0.000887.
N#CCC(=O)NCCCOC(=O)Nc1ccc(Cl)c(Cl)c1 was read as Cav3 T inh -0.257.
For CCNC(=O)c1ccccc1-c1nc(-c2ccccc2Cl)no1 the results were Cav3 T inh -1.2.
